# RGS4 inh – inhibitors of human RGS4 | B-score at 10 µM | P49798 | HEK293 M3R/RGS4 inducible, Fluo-4 calcium flux; stronger effect = higher value; triggered by carbachol at its EC20 | 0.45% of 310,000 active;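 active = B-score, a plate-corrected calcium signal, over three deviations above library mean, with baseline fluorescence within five deviations of library mean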;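 also: RGS4 expression induced by doxycycline in cells with stable M3 receptor; B-score is computed from the integrated fluorescence ratio over baseline after carbachol; higher B-score means a larger calcium signal and so more RGS4 inhibition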
# Target sequence (P49798 whole entry, looked up): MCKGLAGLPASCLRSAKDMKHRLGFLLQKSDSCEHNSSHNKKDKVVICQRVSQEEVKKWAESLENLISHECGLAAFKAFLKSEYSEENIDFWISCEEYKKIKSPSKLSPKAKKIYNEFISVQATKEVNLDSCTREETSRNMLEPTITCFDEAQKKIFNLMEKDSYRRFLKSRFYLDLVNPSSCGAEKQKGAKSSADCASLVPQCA
# SKKanGAS inh – inhibitors of SKKanGAS S. pyogenes growth in kanamycin (SK-promoter or general growth effect); AID 1662; inhibition, % at 7.5 µM; 1.3% of 300,000 active; BacTiter-Glo, 6 h;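 active = mean replicate score, as percent of positive control median, at least 50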;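 also: strain carries kanamycin resistance gene driven by streptokinase promoter and grows in 40 µg/ml kanamycin; loss of luminescence reflects streptokinase promoter inhibition or plain growth inhibition; 0% = median of DMSO wells and 100% = positive control at its reference dose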
# MrgX1 PAM – human MrgX1 positive allosteric modulation, primary screen; Q96LB2; MrgX1-HEK293, Fluo-4 calcium flux, FDSS; stronger effect = higher value; B-score at 10 µM; 0.63% of 310,000 active; AID 588675;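 active = plate-corrected calcium response at least 3 library SD above typical, normal starting fluorescence, not activating the receptor alone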;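 also: compound read alongside a low EC10 to EC30 dose of BAM8-22 agonist; peak minus trough fluorescence over baseline measured at the second addition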
# Target sequence (Q96LB2 whole entry, looked up): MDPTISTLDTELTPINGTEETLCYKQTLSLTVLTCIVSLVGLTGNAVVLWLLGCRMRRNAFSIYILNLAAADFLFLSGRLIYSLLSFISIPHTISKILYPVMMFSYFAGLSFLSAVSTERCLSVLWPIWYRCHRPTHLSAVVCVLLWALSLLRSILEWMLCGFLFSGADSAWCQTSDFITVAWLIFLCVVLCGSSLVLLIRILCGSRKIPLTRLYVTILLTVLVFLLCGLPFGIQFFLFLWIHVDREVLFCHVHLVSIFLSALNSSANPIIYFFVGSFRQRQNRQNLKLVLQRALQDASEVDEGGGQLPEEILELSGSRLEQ
# Platelet DG rel – modulates dense granule release in human platelets; inhibition, %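 (compounds screened at 7.5 µM in platelet-rich plasma)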; human platelet-rich plasma, SFLLRN dense granule ATP release, luminescence; AID 1663; 0.22% of 300,000 active;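 active = mean replicate score, as percent of positive control, at or above 50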
# TRPC6 inhibitor – inhibitors of mouse TRPC6 channel. Q61143. HEK293-TRPC6, membrane potential dye, ACh-evoked depolarization; stronger effect = lower value. B-score at 10 µM. 1.1% of 310,000 active;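 active = B-score under library mean minus 3 SD, initial fluorescence not abnormally high, positive integrated signal ratio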;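 also: B-score derived from integrated fluorescence ratio over the kinetic read; more negative B-score means stronger inhibition of depolarization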
# TRPC6 activator – activates the mouse TRPC6 cation channel; 0.13% of 310,000 active; B-score at 10 µM; AID 2550; HEK293-TRPC6 membrane potential dye fluorescence; stronger effect = higher value;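 active = B-score of the integrated fluorescence ratio above library mean plus 3 SD, and starting fluorescence ratio within library mean plus 5 SD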;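 also: higher score means more depolarization so channel activation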
# MrgX1 antag – blocks BAM8-22 activation of human MrgX1 receptor; MRGX1-HEK293 calcium flux, Fluo-4, BAM8-22 antagonism; stronger effect = lower value; B-score at 10 µM; 1.3% of 310,000 active;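 active = calcium-response B-score plate-corrected more than 3 library SD below zero, starting fluorescence within 5 deviations, no agonist response on first addition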;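 also: peak minus trough fluorescence over baseline after final BAM8-22 challenge near maximal dose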
# MrgX1 agonist – human MrgX1 receptor agonism, primary screen; 0.44% of 310,000 active; MrgX1-HEK293 cells, Fluo-4 calcium fluorescence, agonist mode; stronger effect = higher value; B-score at 10 µM; AID 588627; Q96LB2;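 active = calcium response B-score plate-corrected fluorescence ratio at least 3 library SD, with starting fluorescence B-score inside 5 SD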
#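 Test system: HEK293 cells stably expressing human MrgX1 receptor; amount: 15,000 cells per well; doses: compound delivered in addition one of three; times: overnight plating before 1 h dye loading; detection: Fluo-4 NW calcium-flux fluorescence, kinetic read; read-out basis: B-scored fluorescence response ratio; controls: positive and negative controls per plate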
# TRPC4 inh – TRPC4 (mouse) channel inhibition; 0.39% of 300,000 active; HEK293 TRPC4beta/mu-opioid, DAMGO-evoked Fluo4 calcium flux; stronger effect = lower value; AID 2247; B-score at 10 µM;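 active = B-score over 3 SD under the library average, no early fluorescence shift, positive overall ratio signal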
#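 System: stable TRPC4beta/mu-opioid receptor HEK293 cells; Dosing: single-point compound dosing; Measured by: Fluo4 Ca2+ flux fluorescence; Read-out basis: per-well B score of integrated baseline-normalized Fluo4 ratio.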
# RGS4 pot – RGS4 potentiation or activation; HEK293 M3R/inducible RGS4, carbachol calcium flux Fluo4; stronger effect = lower value; B-score at 10 µM; 0.92% of 310,000 active;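 active = B-score of the integrated calcium signal more than 4 SD below the library mean, with starting fluorescence not abnormally high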;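 also: negative B-score means reduced calcium response which marks RGS4 activation or potentiation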
#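 Reagent: ECmax carbachol challenge; Test system: M3R-expressing HEK293 line, RGS4 induced by doxycycline; Schedule: overnight RGS4 induction, 30 min dye load 37 °C, 20 min compound RT; Detection: calcium dye Fluo4 fluorescence; Read-out: Agonist-evoked peak-minus-minimum fluorescence over baseline, integrated ratio, B score.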
# HIF activator – HIF pathway transcriptional activation | U2OS HRE-luciferase reporter, luminescence; normalized: DMSO 0%, desferrioxamine 100% | activation, % at 7.5 µM (by protocol) | 0.32% of 300,000 active;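 active = mean activation of at least 10% of the iron chelator positive control signal, with at least half of replicates also reaching 10%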
# The depositor's hits bear a star; i = inactive; . = no result given.
SMILES,RGS4 inh,SKKanGAS inh,MrgX1 PAM,Platelet DG rel,TRPC6 inhibitor,TRPC6 activator,MrgX1 antag,MrgX1 agonist,TRPC4 inh,RGS4 pot,HIF activator
CC(=O)NCCc1ccc(S(=O)(=O)N2CCOCC2)cc1,i,.,i,.,i,i,i,i,i,i,.
COc1ccc2[nH]c3c(=S)nc[nH]c3c2c1,i,0,i,9,i,i,i,i,i,i,0.5
Cc1cc(C)cc(NC(=S)NCCN(C2CCCCC2)C2CCCC2)c1,i,-10,i,0,i,i,i,i,i,i,-0.4
NC(=S)Nc1cnc2ccccc2c1,i,-5,i,2,i,i,i,i,i,i,0.4
CC(C)c1ccc(NC(=O)CCNC(=O)Cn2ccc3ccccc3c2=O)cc1,i,1,i,-15,i,i,i,i,i,i,-0.5
CCN(CC)Cc1cc2ccccc2c2c1COC2,i,0,i,-2,i,i,i,i,i,i,0.0
COc1ccc(CC(=O)OCC(=O)NCCNC(=O)COC(=O)Cc2ccc(OC)cc2)cc1,i,-3,i,-2,i,i,i,i,i,i,-1.6
CCOc1ccccc1NC(=O)c1ccc(Cl)c(NC(=O)CC(c2ccccc2)c2ccccc2)c1,i,9,i,-2,i,i,i,i,i,i,-0.8
O=C(c1cc2ccccc2oc1=O)N(Cc1ccco1)Cc1cccs1,i,2,i,-4,i,i,i,i,i,i,-0.2
O=C(CSc1cccc(C(F)(F)F)c1)NC(=O)NCc1ccco1,i,-1,i,-7,i,i,i,i,i,i,0.5
O=C(CN1CCOCC1)NCc1ccccc1,i,-5,i,2,i,i,i,i,i,i,0.7
Cc1nc(N)sc1C(=O)N1N=N1,i,-7,i,-6,i,i,i,i,i,i,0.0
c1ccc(-c2nnc3sc(-c4csc5c4CCCC5)nn23)cc1,i,9,i,5,i,i,i,i,i,i,1.1
Cc1c(CC(=O)NCCCC(=O)O)c(=O)oc2cc3c(cc12)CCC(C)(C)O3,i,0,i,0,i,i,i,i,i,i,-10
Cc1ccc(S(=O)(=O)N(C)c2ccc(OCC(=O)NCC3(N(C)C)CCCCC3)cc2)cc1,i,-2,i,26,i,i,i,i,i,i,0.9
O=C(/C=C/c1ccc(Cl)cc1Cl)Nc1cccc(S(=O)(=O)NC2=NCCC2)c1,i,-9,i,-9,i,i,i,i,i,i,-0.3
O=C(COC(=O)c1ccc(O)cc1)Nc1ncc(Cl)cc1Cl,i,5,i,7,i,i,i,i,i,i,-0.6
CCc1nnc(SCC(=O)Nc2ccc(N3CCOCC3)cc2)n1C,i,13,i,8,i,i,-5.6*,i,i,i,-0.1
Cn1c(=O)c2c(nc(NCCCN3CCOCC3)n2Cc2ccc(Cl)cc2)n(C)c1=O,i,4,i,0,i,i,i,i,i,i,0.7
NS(=O)(=O)c1ccc(CCNC(=O)CC(c2ccccc2)c2ccccc2)cc1,i,2,i,-14,i,i,i,i,i,i,0.2
CC(=O)Oc1ccc(/C=N/NC(=O)c2ccc(N(C)S(=O)(=O)c3ccccc3)cc2)cc1,i,6,i,12,i,i,i,i,i,i,-0.8
O=C(COC(=O)Cn1nnc2ccccc21)Nc1ccccc1Br,i,-7,i,8,i,i,i,i,i,i,-0.3
CN(C(=O)COC(=O)c1cc(S(=O)(=O)N2CCOCC2)ccc1F)C1CCS(=O)(=O)C1 (centres undefined),i,-2,i,-3,i,i,i,i,i,i,-1.5
c1cnc2ccc(C(c3nnnn3C3CCCC3)N3CCSCC3)cc2c1 (centres undefined),i,-17,i,-8,-6.2*,19*,i,i,i,i,0.0
O=c1[nH]c(/C=C/c2ccccc2F)nc2ccccc12,i,4,i,7,i,i,i,i,i,i,8.4
Cc1cccc(N2CC(C(=O)Nc3nccs3)CC2=O)c1C (centres undefined),i,1,i,12,i,i,i,i,i,i,-0.4
COc1cc2c(cc1NC(=O)CCC(=O)O)oc1ccccc12,i,0,i,5,i,i,i,i,i,i,-29
Cc1ccc(S(=O)(=O)NC2=NCN(C(C)C)CN2)cc1,i,0,i,7,i,i,i,i,i,i,-0.9
CCS(=O)(=O)N1CCC(NC(=O)c2cc(OC)cc(OC)c2)CC1,i,1,i,-1,i,i,i,i,i,i,-0.1
CCCc1nc2c(s1)CCc1onc(-c3cccc([N+](=O)[O-])c3)c1-2,i,-3,i,2,i,i,i,i,i,i,0.3
Cc1nc(=S)c2ccccc2[nH]1,i,-6,i,0,i,i,i,i,i,i,0.0
COc1cc(CNC2CCC(C)C2)cc(OC)c1 (centres undefined),i,1,i,-3,i,i,i,i,i,i,0.4
COC(=O)c1sc(N/N=C/c2ccc(C(C)C)cc2)nc1C,i,18,i,-2,i,i,i,i,i,i,-22
CCOC(=O)C1CCN(C(=O)Nc2c(-c3ccccc3)noc2C)CC1,i,2,i,21,i,i,i,i,i,i,-0.1
CCOc1ccc(CCNC(=O)C(C)n2nc(C)c3c(C)n(-c4ccccc4)nc3c2=O)cc1 (centres undefined),i,7,i,8,i,i,i,i,i,i,0.5
Cc1cccc(NC(=O)Cn2c(O)c(N=NC(N)=S)c3ccccc32)c1,i,3,i,-1,i,i,i,i,i,i,1.2
O=C1N=c2ccccc2=C1c1sc(NS(=O)(=O)Cc2ccccc2)nc1O,i,15,i,-3,i,i,i,i,i,i,-0.4
CC1CN(CN2C(=O)c3ccccc3C2=O)CC(C)O1 (centres undefined),i,-5,i,12,i,i,i,i,i,i,-0.7
COC(=O)c1cc(OC)c(OCc2cc(C(=O)OC)oc2C)c(OC)c1,i,-5,i,2,i,i,i,i,i,i,0.0
Cc1nn2c3ccccc3n(CCN3CCCCC3)c2nc1=O,i,10,i,.,i,i,-6*,i,i,i,0.6

# Marked active in TRPC6 activator (from the list above):
molecule | RGS4 inh | Platelet DG rel | TRPC6 activator | MrgX1 antag | MrgX1 agonist
c1cnc2ccc(C(c3nnnn3C3CCCC3)N3CCSCC3)cc2c1 (centres undefined) | i | -8 | 19* | i | i

# The results go on.
SMILES,RGS4 inh,SKKanGAS inh,MrgX1 PAM,Platelet DG rel,TRPC6 inhibitor,TRPC6 activator,MrgX1 antag,MrgX1 agonist,TRPC4 inh,RGS4 pot,HIF activator
CCCCOc1cccc(NC(=O)CSc2nncn2C)c1,i,-8,i,-11,i,i,i,i,i,i,-0.3
NS(=O)(=O)c1ccc(NC(=O)COC(=O)CCc2ccc(S(=O)(=O)N3CCOCC3)cc2)cc1,i,-9,i,0,i,i,i,i,i,i,0.3
COc1ccc(C2=NN(C(=O)c3cccs3)C(c3ccccc3O)C2)cc1 (centres undefined),i,41,i,17,i,i,i,i,i,i,0.3
CC1(C)Cc2c(cnn2-c2ccc(F)cc2)C(NC(=O)C2CCC2)C1 (centres undefined),i,1,i,2,i,i,i,i,i,i,-0.5
O=C(Nc1cccc(Br)c1)c1ccn[nH]1,i,3,i,3,i,i,i,i,i,i,1.5
O=[N+]([O-])c1ccc(Cl)c2cccnc12,i,-2,i,7,i,i,i,i,i,i,-21
C=CCNC(=O)c1cnn(-c2ccccc2)c1-c1ccccc1,i,-10,i,-11,i,i,i,i,i,i,1.4
CC(=O)N1Cc2cc(N)ccc2Oc2ccccc21,i,4,i,-1,i,i,i,i,i,i,-0.3
O=C(CCn1c(=S)[nH]c2ccccc2c1=O)NCCc1ccccc1,i,.,i,6,i,i,i,i,i,i,-0.3
Cc1cc(NC(=O)c2ccccc2Cl)n(C(C)(C)C)n1,i,-6,i,7,i,i,i,i,i,i,0.4
COc1ccc(CCn2ccc(O)c(Cc3ccc(Cl)cc3)c2=O)cc1OC,i,3,i,-3,i,i,i,i,i,i,0.1
Cc1occc1C(=O)Nc1nnc(-c2cccs2)s1,i,-4,i,1,i,i,i,i,i,i,1.9
Cc1ccc(CN2C(=O)CSC2c2ccccc2F)cc1 (centres undefined),i,1,i,-2,i,i,i,i,i,i,0.6
C/C(CC(=O)Nc1ccc(Cl)cc1)=N\NC(=O)C(=O)NCCO,i,11,i,-1,i,i,i,i,i,i,-0.4
O=C(NCCNc1ccc([N+](=O)[O-])cc1C(F)(F)F)c1ccccc1F,i,11,i,-8,i,i,i,i,i,i,-0.1
Cc1ccc(C)c(N2CCN(C(=O)CCC(=O)Nc3nnc(C(F)(F)F)s3)CC2)c1,i,8,i,-6,i,i,i,i,i,i,.
Brc1cccc(OCCCN2CCCCCC2)c1,i,6,i,0,i,i,i,i,i,-8.5*,-0.1
Cc1ccc(C(=O)c2c[nH]cc2-c2ccccc2)cc1,i,-3,i,1,i,i,i,i,i,i,0.1
O=C(C1=NNC2C(=O)N(c3ccccc3)C(=O)C12)c1nc(Cl)ccc1Cl (centres undefined),i,-3,i,-4,i,i,i,i,i,i,.
CC(=O)N1CCN(C(=O)CCc2nc3ccccc3c(=O)[nH]2)CC1,i,8,i,4,i,i,i,i,i,i,-0.2
COc1ccc(CNCCCSc2ncccn2)cc1OC,i,-5,i,1,i,i,i,i,i,i,0.1
CCOc1c2ccc(C(=O)NCC34CC5CC(CC(C5)C3)C4)cc2nn1CC,i,16,i,3,i,i,i,i,i,i,0.2
c1ccc2c(c1)oc1c(Nc3ccc(CN4CCOCC4)cc3)ncnc12,i,7,i,0,i,i,i,i,i,i,1.5
Cn1cc(/C=C(\C(=O)O)C(C(=O)O)=C2CCCCC2)c2ccccc21,i,2,i,-1,i,i,-4.8*,i,i,i,-0.1
COc1cc(C2c3c([nH]c(=O)[nH]c3=O)Nc3ccc4ccccc4c32)cc(OC)c1OC (centres undefined),i,-20,i,-8,i,i,i,i,i,i,0.4
CCCCN(C)S(=O)(=O)c1ccc(C(=O)Nc2nnc(CSC)o2)cc1,i,31,i,-4,i,i,i,i,i,i,-1.0
COC(=O)c1sccc1-n1cccc1C(=O)NCc1ccccc1,i,7,i,3,i,i,i,i,i,i,-0.4
Cc1ccccc1OCCC(=O)OCC(=O)Nc1ccc(C(N)=O)cc1,i,-5,i,2,i,i,i,i,i,i,-0.3
CCCN(CCC)CC(O)COc1ccc2c(c1)OCO2 (centres undefined),i,1,i,9,i,i,i,i,i,i,0.0

# High-throughput results (PubChem BioAssay)
